# PNC assembly inh: perinucleolar compartment assembly inhibition | activity change (PNC), negative = inhibition, % at 10 µM | hit rate 3.1% among 140,000 | PC3M PTB-GFP, PNC prevalence imaging, 16 h; hits give low values;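 active = readout at or below -70, meaning at least 70% loss of cells showing the perinucleolar compartment, a nuclear body marking cancer cells; inconclusive = readout between -30 and a set limit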;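 also: plate controls were DMSO wells for no effect and camptothecin positive control wells for full effect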
#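 Read-out is percentage of cells bearing a perinucleolar compartment, from automated 20x imaging of fixed, Hoechst-stained PC3M PTB-GFP cells. Cells were seeded 4 h, then exposed 16 h to compound (23 nl of library stock) in duplicate plates.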
# 12-hLO inh: 12-hLO (ALOX12) enzyme inhibition. Potency, µM (top dose mostly 57.1 µM), without a hit: at the top dose activity change, negative = inhibition, actives largely listed as inhibitors. AID 1452. purified 12-hLO, xylenol orange hydroperoxide absorbance. hit rate 0.12% among 150,000. P18054; also: potency is read from the fitted curve at half-maximal effect; nearly all actives have a fitted effect of over 55% in size; many of its hits are not listed in these tables
# Target sequence (P18054 whole entry, looked up): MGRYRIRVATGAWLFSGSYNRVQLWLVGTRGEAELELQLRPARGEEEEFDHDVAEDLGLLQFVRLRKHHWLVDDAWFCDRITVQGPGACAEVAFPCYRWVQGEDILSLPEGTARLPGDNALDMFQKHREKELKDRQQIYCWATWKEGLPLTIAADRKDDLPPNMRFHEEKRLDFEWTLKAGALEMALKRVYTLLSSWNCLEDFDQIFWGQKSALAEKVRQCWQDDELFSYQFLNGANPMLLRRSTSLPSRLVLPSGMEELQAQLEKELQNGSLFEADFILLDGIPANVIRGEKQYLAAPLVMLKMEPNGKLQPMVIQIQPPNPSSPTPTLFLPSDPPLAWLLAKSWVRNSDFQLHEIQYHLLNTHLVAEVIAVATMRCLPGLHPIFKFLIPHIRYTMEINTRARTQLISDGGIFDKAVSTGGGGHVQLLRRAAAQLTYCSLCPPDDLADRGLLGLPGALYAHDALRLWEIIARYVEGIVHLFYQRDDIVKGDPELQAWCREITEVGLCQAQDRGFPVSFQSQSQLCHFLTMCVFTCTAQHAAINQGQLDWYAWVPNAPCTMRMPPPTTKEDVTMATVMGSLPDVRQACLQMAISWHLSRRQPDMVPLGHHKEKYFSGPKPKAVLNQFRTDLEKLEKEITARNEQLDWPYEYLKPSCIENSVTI
#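 Lipoxygenase turnover measured by absorbance at 573 and 405 nm after Fe-XO development. Human 12hLO 150 nM, arachidonate 40 uM, pH 7.0 Hepes buffer with detergent; 15 min compound preincubation, 30 min reaction.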
# 15-hLO-2 inh: blocks human 15-lipoxygenase 2 activity. purified 15hLO-2, xylenol orange hydroperoxide absorbance. hit rate 0.56% among 110,000. O15296. Potency, µM (titrated, usually from 57.1 µM), for the others: top-dose activity change, negative = inhibition, most hits filed as inhibitors; also: potency is read from the fitted curve at half-maximal effect; nearly all actives have a fitted effect of over 60% in size; many of its hits are not listed in these tables
#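 Purified human 15hLO-2 (50 nM final) preincubated with compounds 15 min at room temperature in 25 mM Hepes pH 7.5, 0.01% Triton X-100, then 45 uM arachidonic acid added for 90 min; hydroperoxide detected via ferrous/xylenol orange, 573/405 nm absorbance ratio.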
# IMPase inh: cell-permeable inhibitors of inositol monophosphatase (IMPase); P97697; CHO-M1 cells, IP1 accumulation, HTRF TR-FRET ratio; inhibition (IP1 accumulation), % at 46.1 µM; 120,000 tested, under 10 active; active = well fitted curve in the direction sought with a large enough effect in the signal ratio, not every such curve was filed as active; inconclusive = small, poorly fitted or top-dose-only effect, or a change in a side signal; inactive = no such curve, though single readings can be large or run the other way; the % refers to the signal ratio;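 also: cells stimulated with carbachol in lithium chloride buffer; plate controls were DMSO basal wells for no effect and reference inhibitor wells for full effect; higher means more IMPase inhibition seen as more IP1 and lower FRET ratio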
# Target sequence (P97697 whole entry, looked up): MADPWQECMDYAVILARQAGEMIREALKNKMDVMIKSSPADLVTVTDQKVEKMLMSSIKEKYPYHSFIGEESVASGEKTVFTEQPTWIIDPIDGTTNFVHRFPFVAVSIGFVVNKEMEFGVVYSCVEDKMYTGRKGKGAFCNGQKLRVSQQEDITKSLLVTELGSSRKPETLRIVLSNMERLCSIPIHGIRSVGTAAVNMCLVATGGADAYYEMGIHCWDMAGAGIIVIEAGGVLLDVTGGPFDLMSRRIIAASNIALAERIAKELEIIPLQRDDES
#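 Measured: the HTRF emission ratio (665/620 nm) plus the 620 nm donor channel, each fitted to the Hill equation to give AC50. Cells were CHO-M1 given compounds up to 46 uM and a 30 min carbachol stimulation at 37C.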
# The depositor's hits bear a star; ? = inconclusive; . = no result given; [ ] = dose if it differs, or a comment. Unless noted, calls follow the shape of the dose curve; as a rule, active = well fitted curve in the direction sought with a large enough effect; inconclusive = small, poorly fitted or top-dose-only effect, or another doubt; inactive = no such curve, though single readings can be large; an effect the other way counts as inactive or inconclusive. Unless noted, % is scaled to controls: 0 for no effect and ±100 for the full control effect.
# Results follow in this order: 12-hLO inh	PNC assembly inh	15-hLO-2 inh	IMPase inh
Nc1ccccc1-c1nnc(SCc2ccccc2F)[nH]c1=O
→ 3%	24	-11%	0
O=C1CCC(=O)N1c1ccccc1-c1ccccc1
→ -2%	?	8%	0
Cc1ccc(Nc2nc(N)nc(CN3CCN(Cc4ccc5c(c4)OCO5)CC3)n2)cc1
→ -3%	?	45%[activator]	6
CC(C)C1N(S(=O)(=O)c2ccccc2)CCN1S(=O)(=O)c1ccccc1
→ -3%	29	-1%	3
COc1ccc(-n2cc(C(=O)Nc3cc([N+](=O)[O-])ccc3OC)c3ccccc3c2=O)cc1
→ 3%	-27	.	.
O=C(c1cccc(S(=O)(=O)N2CCOCC2)c1)N1CCCc2ccccc21
→ -3%	25	-1%	-4
CCCCC(NC(=O)c1ccccc1)C(=O)OCC(=O)N1c2ccccc2Sc2ccccc21 (stereo not drawn)
→ -6%	52	?	-1
COc1ccccc1C(c1nnnn1C(C)(C)C)N1CCCc2ccccc21 (stereo not drawn)
→ -4%	?	-8%	2
Cc1ccccc1NC(=S)NNC(=O)c1ccoc1C
→ -16%	8	-6%	4
O=C(CSc1nc2ncccc2[nH]1)NCc1ccccc1
→ 2%	14	-1%	6
COC(=O)C1=C(C(=O)OC)SC2(S1)C(C(=O)OC)=C(C(=O)OC)SC1=C2c2cc(C)ccc2NC1(C)C
→ -9%	5	?	4
CC(C)(CO)N=C1NS(=O)(=O)c2cc([N+](=O)[O-])ccc21
→ -4%	63	.	.
CCn1c(Cc2ccc(OC)cc2)nnc1SCC(=O)NC1CCCCC1
→ -1%	-16	4%	6
CCOc1ccc(/C(O)=C2/C(=O)C(=O)N(CCOCCO)C2c2ccc(F)cc2)cc1 (stereo not drawn)
→ -4%	6	6%	?
Cc1nn(C(C)(C)C)c(N)c1-c1ccccc1
→ -1%	95	.	.
CC(=O)c1c(N(C)C)ccnc1C(F)(F)F
→ 3%	6	0%	2
N#Cc1c(NC(=O)Cn2cnc3ccccc3c2=O)oc(-c2ccccc2)c1-c1ccccc1
→ 3%	-23	6%[2.29 µM]	-8
CC(C)N1CCC(=NNC(=O)c2ccc(Br)o2)CC1
→ -8%	-7	2%	4
CC(=O)c1sc(NC(=O)c2ccc(Cn3cc(Br)cn3)o2)nc1C
→ -1%	15	0%	-5
CCOC(=O)C1CCN(CC(=O)Nc2c(C(=O)OC)[nH]c3cccc(C)c23)CC1
→ 1%	18	2%	-6
Cc1ccccc1-c1noc(-c2ccc(Cl)cc2)n1
→ 4%	?	6%	5
O=S(=O)(CCc1nc2ccccc2o1)c1ccc(Cl)c(Cl)c1
→ -3%	?	-6%	12
O=C1NC(Nc2nc3ccccc3s2)(C(F)(F)F)C(=O)N1C1CCCCC1 (stereo not drawn)
→ -6%	41	-1%	1
Cc1ccc(CNC(=O)c2ccc(Cn3nc(C)c(Cl)c3C)o2)cc1
→ -12%	-26	-5%	2
C=CCn1c2ccccc2c2nnc(SCC(=O)NC(C(=O)OC)C(C)C)nc21 (stereo not drawn)
→ -2%	-9	-3%	4
N#Cc1cccc(NC(=O)N2CC[C@@]3(CCCNC3)C2)c1
→ -3%	.	12%	.
O=C1c2ccccc2C(=O)N1CCc1nc(-c2ccccn2)no1
→ -3%	8	-8%	-5
O=C(O)CCCCCN=C1CCc2ccccc2N1
→ -3%	9	4%	-6
Cc1ccc(C2/C(=C(\O)c3ccc4c(c3)OCCO4)C(=O)C(=O)N2CCCN(C)C)o1 (stereo not drawn)
→ -18%	?	-8%	-4
Cc1ccc2oc(=O)c3c4cc(O)c(O)c(C)c4oc3c2c1
→ -13%	.	?	.
Cc1ccc(NC(=O)CC2SC(=NC3CCCCC3)NC2=O)cc1 (stereo not drawn)
→ -7%	57	.	.
CN(C)/C=C1\N=C(c2ccc3c(c2)OCO3)OC1=O
→ -7%	13	.	-6
O=c1[nH][nH]c(C(F)(F)F)c1C=Nc1ccc(Cl)cc1
→ -5%	73	-4%	0
COc1ccc(NC(=O)c2sc(SCc3ccccc3)nc2N)cc1
→ 1%	?	9%	-2
CC(C)CNC(=S)NC(=O)c1ccc([N+](=O)[O-])cc1
→ ?	18	?	1
CC(=O)Nc1ccc(S(=O)(=O)N2CCN(C(=O)N3CCOCC3)CC2)cc1
→ 0%	-9	0%	4
CCN(CC)CCNS(=O)(=O)c1ccc(Cl)cc1
→ -8%	?	9%	3
CC(NC(=O)c1ccc(C(C)(C)C)cc1)C(=O)O (stereo not drawn)
→ 7%	-3	-1%	-4
Cc1cccc(NC(=O)c2ccc(-n3cccn3)c([N+](=O)[O-])c2)c1
→ -7%	?	4%	-2
COc1ccc(NC(=O)c2ccco2)cc1NC(=O)c1cccs1
→ 7%	17	5%	?
COc1ccc2c(c1)C1NC(=S)N[C@@](C)(O2)C1C(=O)Nc1ccccc1 (stereo partly drawn)
→ -8%	9	-16%	2
COc1ccccc1CNCc1cc(OC)c(OC)cc1OC
→ -8%	20	-2%	4
N=c1c2c3c(sc2ncn1N)CCCCC3
→ -6%	0	8%	-6
CCOc1ccc(C2N(c3cc(C)on3)C(=O)C3CCCN32)cc1OC (stereo not drawn)
→ 3%	-10	7%	-2
CCNC(=O)N1C(=O)C2(OCCO2)c2ccccc21
→ 0%	-4	-1%	-1
O=C(COC(=O)C1CC2C=CC1C2)Nc1cccc(S(=O)(=O)N2CCCCCC2)c1 (stereo not drawn)
→ -6%	-9	.	.
O=S(=O)(/N=C(/c1ccccc1)N1CCCCC1)c1ccccc1
→ 0%	-1	.	.
Cc1cccc(NC(=S)N/N=C2\CC(C)(C)Oc3ccc(O)cc32)c1
→ ?	?	.	6
CC1(C)CC23C(=O)CCC(O)C2(C)CCC13 (stereo not drawn)
→ 2%	.	1%	.
COc1ccc(OC)c(NC(=S)NCc2cccnc2)c1
→ -4%	-5	.	.
CCC(/C=N/Nc1ccc(S(=O)(=O)N2CCCC2)cc1[N+](=O)[O-])CC
→ -1%	?	.	.
CCc1ccc(-c2nn(-c3cc(Cl)ccc3[N+](=O)[O-])c(=O)c3ccccc23)cc1
→ -1%	5	-4%	-3
CCNc1nnc(-c2ccncc2)s1
→ -1%	-3	-11%	-2
N#C/C(=C\c1ccc(OC(=O)c2ccc(Br)s2)cc1)c1nc2ccccc2[nH]1
→ -1%	-16	.	.
CC1CCCN(S(=O)(=O)c2coc(C(N)=O)c2)C1 (stereo not drawn)
→ 1%	-7	.	-11
CCCn1c(SCC(=O)N2CC(=O)Nc3ccccc32)nc2ccccc21
→ 1%	4	.	8
Cc1ccc(C(=O)N/N=C\c2cccn2C)cn1
→ -13%	-26	-15%	?
CC(NC(=O)Nc1ncccn1)(C(F)(F)F)C(F)(F)F
→ -4%	16	3%	?
COc1c(C)cc(Br)cc1C(=O)Nc1cccc(NC(=O)c2ccco2)c1
→ -4%	12	8%	7
CCOC(=O)C1(C)NC(c2ccc(OC)cc2OC)C2C(=O)N(c3cccc(OC)c3)C(=O)C21 (stereo not drawn)
→ -8%	17	-5%	-2

# A second format for some results above:
molecule | 12-hLO inh | PNC assembly inh | 15-hLO-2 inh | IMPase inh
CCc1ccc(-c2nn(-c3cc(Cl)ccc3[N+](=O)[O-])c(=O)c3ccccc23)cc1 | -1% | 5 | -4% | -3
CCNc1nnc(-c2ccncc2)s1 | -1% | -3 | -11% | -2
N#C/C(=C\c1ccc(OC(=O)c2ccc(Br)s2)cc1)c1nc2ccccc2[nH]1 | -1% | -16 | . | .
CC1CCCN(S(=O)(=O)c2coc(C(N)=O)c2)C1 (stereo not drawn) | 1% | -7 | . | -11
CCCn1c(SCC(=O)N2CC(=O)Nc3ccccc32)nc2ccccc21 | 1% | 4 | . | 8
Cc1ccc(C(=O)N/N=C\c2cccn2C)cn1 | -13% | -26 | -15% | ?
CC(NC(=O)Nc1ncccn1)(C(F)(F)F)C(F)(F)F | -4% | 16 | 3% | ?

# Complete entries, quoted from the list.
# O=S(=O)(/N=C(/c1ccccc1)N1CCCCC1)c1ccccc1 in the list: 12-hLO inh: 0%; PNC assembly inh: -1; 15-hLO-2 inh: .; IMPase inh: .
# CC1CCCN(S(=O)(=O)c2coc(C(N)=O)c2)C1 (stereo not drawn) in the list: 12-hLO inh: 1%; PNC assembly inh: -7; 15-hLO-2 inh: .; IMPase inh: -11

# New compounds follow:
# Results follow in this order: 12-hLO inh	PNC assembly inh	15-hLO-2 inh	IMPase inh
C=CCOC(=O)C1=C(C)Nc2nnnn2C1c1cccc(OC)c1OC (stereo not drawn)
→ -2%	13	-10%	3
COC(=O)c1c(NC(=O)c2ccc(N(C)S(=O)(=O)c3ccc(C)cc3)cc2)sc2c1CCCC2
→ -2%	-28	.	.
CC(=O)C(=Nc1ccc(Cl)cc1Cl)NNc1cccc(Cl)c1
→ -30%	?	?	4
CC(=O)N1CCC[C@@]2(CCN(c3ccncc3)C2)C1
→ 4%	.	9%	.
O=S(=O)(c1cccc2c(S(=O)(=O)N3CCCC3)cccc12)N1CCCC1
→ 5%	-129*	-6%	5
Cc1c(C)[n+](=O)c(-c2ccco2)c(C)n1[O-]
→ 0%	34	-1%	-6
O=C(c1ccc2c(c1)OCCO2)C1CCN(S(=O)(=O)c2cccc(F)c2)CC1
→ -10%	?	-9%	15
COc1ccc(OC)c(NC(=O)CSc2ncnc3c2cnn3-c2ccccc2Cl)c1
→ 3%	?	.	-1[0.0738 µM]
COC(=O)CNC(=O)[C@@]1(Cc2ccccc2)C=C[C@@H](C)N1C(=O)c1ccccc1
→ -1%	.	1%	.
COC(=O)[C@@H](NC(=O)Nc1cccc(Br)c1)C(C)C
→ -2%	48	.	.
COCCNC(=O)C1(CC(C)C)C=CCN1C(C)=O (stereo not drawn)
→ -1%	.	-5%	.
Cc1cc(NC(=O)CSc2ccc3nnc(-c4ccccn4)n3n2)no1
→ 0%	35	-2%	1
Cc1csc(=Nc2ccccc2)n1CCO
→ -2%	-25	.	2
COc1ccccc1NC(=O)Cn1c(=O)n2nc(C)nc2c2ccccc21
→ 8%	?	3%	2
Cc1nc(SCn2nnc3ccccc3c2=O)nc(C)c1C
→ -4%	?	13%	0
C=CCNc1nc(C)nc(OC)n1
→ 0%	23	-1%	13
CC(=O)c1c(C(C)=O)c(C)n(C2CCCCC2)c1C
→ 4%	-5	.	-1
CC1C/C(=N\NC(=O)CCc2ccc(S(=O)(=O)N3CCOCC3)cc2)CC(C)(C)C1 (stereo not drawn)
→ 7%	-17	.	5
C#CCN1C(C)=C(C(=O)OC)[C@@H](c2cccc([N+](=O)[O-])c2)C(C(=O)OCC)=C1C
→ -4%	.	-9%	11
Cc1cc(C)n(/N=C/c2cccs2)c(=O)c1C#N
→ 2%	-98*	.	.
O=C1c2ccccc2S(=O)(=O)N1CC(O)COc1ccc(Br)cc1 (stereo not drawn)
→ -25%	-106*	-3%	-3
COc1ccc(/C=C2\SC(=O)N(CCNC(=O)C3CC(=O)N(c4ccccc4)C3)C2=O)cc1 (stereo not drawn)
→ 3%	33	0%	2
Cc1ccc(-n2nc(C)c3c(=O)[nH]c(C(F)(F)F)nc32)cc1
→ -1%	30	.	.
O=C(N/N=C/c1cccc(Oc2ccccc2)c1)c1ccccc1Br
→ -9%	-20	-16%	4
S=c1[nH]nc(COc2ccccc2)n1/N=C/c1ccccn1
→ 2%	11	.	.
COc1ccc(OC)c(-c2cc(C(F)(F)F)c3c(n2)sc2c(O)cc(=O)[nH]c23)c1
→ -4%	53	.	.
Nc1c(-c2ccccc2)n[nH]c1-c1ccccc1
→ 0%	-30	1%	16
COc1ccc(CCNS(=O)(=O)c2ccc3c(c2)CCN3C(=O)CCC(=O)O)cc1OC
→ -3%	?	3%	0

# Screening data: PubChem BioAssay, National Center for Advancing Translational Sciences (NCATS)

# Only part of the results is shown; the hit share may differ from the screen's.
